# Screening results (PubChem BioAssay)
# SENP6 inh – SENP6 protease inhibitors, primary screen, biochemical, luminescence, uHTS; Sentrin-specific protease 6 (Homo sapiens), Q9GZR1; Recombinant SENP6 catalytic domain, aminoluciferin luminescence; inhibition, % at 10 µM; hit rate 1.8% among 330,000; AID 2599, 2010;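 active = inhibition above about 50% at the single tested dose, limit read from the data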;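 note: plate controls were DMSO wells with enzyme for no effect and DMSO wells lacking enzyme for full effect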
# SENP8 block-1 – SENP8 protease inhibitors, primary screen, biochemical, luminescence; hit rate 1.2% among 330,000; AID 2540, 2010; Sentrin-specific protease 8 (Homo sapiens), Q96LD8; inhibition, % at 10 µM; purified SENP8, Z-RLRGG-aminoluciferin cleavage; in the data active = inhibition above about 50%
# Target sequence (Q96LD8 whole entry, looked up): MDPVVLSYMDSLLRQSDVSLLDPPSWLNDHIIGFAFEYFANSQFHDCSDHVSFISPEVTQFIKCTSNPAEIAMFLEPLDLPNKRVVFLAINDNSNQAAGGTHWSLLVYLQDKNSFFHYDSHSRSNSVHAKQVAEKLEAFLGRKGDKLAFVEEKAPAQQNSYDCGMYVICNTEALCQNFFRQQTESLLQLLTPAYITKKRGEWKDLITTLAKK
# SENP8 block-2 – human SENP8 protease inhibitors, primary screen, biochemical, fluorescence, Nedd8 protein substrate, uHTS; Sentrin-specific protease 8 (Homo sapiens), Q96LD8; recombinant SENP8; inhibition, % at 20 µM; hit rate 0.64% among 360,000; AID 602440, 2012; in the data active = inhibition mostly above about 40%, no sharp cut-off; inactive = mostly below about 27%
# SENP1 FRET inh – human SENP1 catalytic domain inhibitors, primary screen, biochemical, FRET, uHTS; recombinant SENP1 catalytic domain, CyPet-SUMO1-YPet FRET cleavage; inhibition, % at 10 µM; hit rate 0.21% among 360,000; AID 624204, 2012;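 active = inhibition at least 30% at 10 µM, raw YFP signal under a set limit, fluorescence ratio 0.5 to 1.5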;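 note: 0% = enzyme with DMSO and 100% = no enzyme wells; some results filed as inactive read as strong as hits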
# Target sequence (Q9P0U3 419-644 limits assumed): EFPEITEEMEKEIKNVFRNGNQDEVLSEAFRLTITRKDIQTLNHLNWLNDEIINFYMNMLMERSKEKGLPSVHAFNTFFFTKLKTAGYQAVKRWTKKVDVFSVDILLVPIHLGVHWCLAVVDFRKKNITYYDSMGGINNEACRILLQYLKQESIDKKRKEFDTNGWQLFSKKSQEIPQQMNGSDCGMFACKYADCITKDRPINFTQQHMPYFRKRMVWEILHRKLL
#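 System: Recombinant human SENP1 catalytic domain, His6-tagged | Incubation: Enzyme reaction for 50 min at room temperature, dark | Medium: Tris pH 8 with BME, BSA, NP40 and catalase | Also added: 25 nM SUMO1 FRET substrate | Compound: 10 µM single point, 0.5% DMSO | Measured by: FRET fluorescence in CFP and YFP emission channels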
# UBC13 inh – UBC13 polyubiquitin chain formation inhibitors, primary screen, biochemical, TR-FRET, uHTS | inhibition, % at 20 µM | hit rate 0.47% among 330,000 | AID 485273, 2010; in the data active = inhibition above about 45%, passing the limit was not always enough; inconclusive = no clear call, values can overlap the other calls
# Target sequence (P61088 whole entry, looked up): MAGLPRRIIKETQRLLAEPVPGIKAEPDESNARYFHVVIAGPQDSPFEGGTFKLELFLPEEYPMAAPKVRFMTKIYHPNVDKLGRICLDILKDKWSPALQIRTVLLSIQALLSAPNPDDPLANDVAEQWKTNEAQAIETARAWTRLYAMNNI
# SENP7 inh – SENP7 protease inhibitors, primary screen, biochemical, luminescence, uHTS. Sentrin-specific protease 7 (Homo sapiens), Q9BQF6. recombinant SENP7, Z-RLRGG-aminoluciferin luminescence, 40 min. inhibition, % at 5 µM. hit rate 1.5% among 330,000. AID 434973, 2010;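 active = inhibition above about 50% at the single test dose, limit read from the data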;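 note: plate controls were DMSO with enzyme for no effect and no enzyme buffer wells for full effect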
# A3G deaminase – APOBEC3G DNA deaminase inhibitors, primary screen, biochemical, fluorescence, single-stranded DNA substrate, uHTS; DNA dC->dU-editing enzyme APOBEC-3G (Homo sapiens), Q9HC16; AID 493012, 2011; inhibition, % at 20 µM; recombinant A3G, ssDNA deamination FAM/TAMRA fluorescence; hit rate 0.28% among 330,000;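 active = inhibition of at least 40% at 20 µM, with no more than 30% in the related APOBEC3A deaminase screen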;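 note: plate controls were DMSO wells with A3G for no effect and wells lacking A3G enzyme for full effect; some compounds called inactive have numbers as strong as hits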
# Target sequence (Q9HC16 whole entry, looked up): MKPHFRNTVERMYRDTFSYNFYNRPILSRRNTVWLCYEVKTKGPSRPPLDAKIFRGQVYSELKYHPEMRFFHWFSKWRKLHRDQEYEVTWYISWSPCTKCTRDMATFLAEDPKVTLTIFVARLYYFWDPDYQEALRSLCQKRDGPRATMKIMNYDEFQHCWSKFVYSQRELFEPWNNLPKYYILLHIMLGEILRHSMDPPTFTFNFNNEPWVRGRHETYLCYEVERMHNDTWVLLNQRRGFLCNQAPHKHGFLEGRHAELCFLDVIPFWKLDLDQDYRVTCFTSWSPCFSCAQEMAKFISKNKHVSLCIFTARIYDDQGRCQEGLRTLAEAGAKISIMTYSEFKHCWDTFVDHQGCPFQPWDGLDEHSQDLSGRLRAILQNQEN
# Apaf1 inhib – inhibitors of human Apaf-1 apoptosome, primary screen, biochemical, DEVD-Rh110 fluorescence, uHTS | AID 489030, 2010 | reconstituted apoptosome caspase-3 activity | inhibition, % at 20 µM | hit rate 0.71% among 330,000; active = inhibition of at least 40% at 20 µM;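 note: plate controls were DMSO wells for no effect and DEVD-CHO caspase inhibitor wells for full effect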
#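 Material: reconstituted apoptosome with Apaf-1, cytochrome c, caspase-9, procaspase-3, dATP / Buffer or medium: pH 7.5 Hepes buffer with CHAPS, BSA, DTT / Also added: cytochrome c with DEVD-Rh110 / Schedule: compound with Apaf-1, dATP, procaspase-3 30 min, then 50 min reaction, room temperature / Technique: rhodamine 110 fluorescence at Ex 480/Em 540 nm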
# Numbers without * were called inactive; ? = inconclusive; nt = not tested or not shown.
canonical_smiles	SENP6 inh	SENP8 block-1	SENP8 block-2	SENP1 FRET inh	UBC13 inh	SENP7 inh	A3G deaminase	Apaf1 inhib
C=CCn1c(COc2cccc(C)c2)nnc1SC(C)C(=O)NC1CC1 (configuration not stated)	-14	-1	19	1	26	-9	-8	41*
COc1ccccc1N(C)S(=O)(=O)c1ccc(C)c(C(=O)Nc2nccs2)c1	9	9	-19	1	-2	0	-2	10
Cc1cccc(C(=O)N[C@H](C(=O)NCCc2ccc(S(N)(=O)=O)cc2)C(C)C)c1	-10	5	8	1	6	3	-8	6
CCOP(=O)(O)c1cccc(OCCOCCOc2cccc(P(=O)(O)OCC)c2)c1	-25	-4	9	1	-4	3	-6	-3
COc1ccc(C(=O)Nc2ccc(-c3nnn(CC(=O)N4CCN(C(=O)c5ccco5)CC4)n3)cc2)cc1	-2	0	15	-1	8	1	-4	-9
O=[N+]([O-])c1cc(Cl)ccc1Nc1ccccc1	20	2	33	2	-34	4	-1	1
Cn1nc(OCC(=O)O)cc1C(F)(F)F	6	-1	12	2	0	5	-5	-22
COc1ccc(C(=O)NCCCSc2ccccc2)cc1F	-15	3	13	-2	-6	0	-4	10
CCCCNC(=S)N(C)/N=C/c1ccccc1C(=O)O	-30	-7	13	-28	-7	-5	-6	-4
COc1cc2cc(C(=O)N(C)C3CCS(=O)(=O)C3)[nH]c2cc1OC (configuration not stated)	15	5	-289	0	2	14	0	3
CCc1ccc2[nH]c(O)c(N=Nc3nc(-c4ccccc4)cs3)c2c1	-1	-1	34	33*	-82	8	-1	22
CCOc1ccc(NC(=O)CN(C)CC(=O)Nc2ccc(F)c(F)c2F)cc1OCC	-14	-8	21	0	-16	0	8	-1
NNc1nc2sc3c(c2c(=O)[nH]1)CCc1ccccc1-3	15	8	-72	-28	-4	3	-2	-8
Cc1ccccc1C(=O)Nc1ccc(S(=O)(=O)N2CCOCC2)cc1	-1	-1	13	1	12	-2	-9	-2
CC(=O)c1ccc(N2C(=O)NC3(CCCCC3)C2=O)cc1	5	-10	20	1	-2	10	-7	-6
Cn1ccnc1SCC(=O)c1ccc([N+](=O)[O-])cc1	8	-13	14	3	-18	0	-3	-3
O=C(Nc1ncc2c(n1)-c1ccccc1CC2)c1cccc(Cl)c1	-21	0	-32	2	8	-1	-5	13
O=C(c1ccccc1)c1nn(-c2ccc(Cl)cc2)cc1C(=O)c1cc2ccccc2oc1=O	-9	-10	-262	-72	?	-8	-1	18
CCCc1ccc2oc(C(=O)N(Cc3nccn3C)C(C)C)c(C)c2c1	1	-4	11	2	2	-3	-2	13
Cc1ccc(-c2sc(C)nc2CC(=O)O)cc1	5	0	14	4	8	4	-5	-2
CCCCn1c(CN2CCN(CCO)CC2)nc2ccccc21	-18	4	13	-3	7	6	-3	3
O=C(NC1CCCCCC1)C1CCN(S(=O)(=O)c2cccc3cccnc23)CC1	6	6	8	-2	0	0	-7	-10
Cc1ccc(-c2ocnc2C(=O)Nc2ccccc2C(=O)N2CCCC2)cc1	6	5	4	0	3	-1	-12	5
CCc1ccc(NC(=O)C(C)OC(=O)C2CCN(c3ccc(C(F)(F)F)cn3)CC2)cc1 (configuration not stated)	-8	-3	-17	1	2	11	-8	6
CCCNC(=O)Cc1c(O)c2ccccc2[nH]c1=O	-6	0	-1	-1	2	1	-3	-4
CCC(COC(=O)Nc1ccccc1)NC(=O)OC(C)C (configuration not stated)	0	-3	6	2	3	4	-1	7
O=C(NCCc1ccccc1)c1cnc(Cl)c(Cl)c1	16	-12	22	0	3	2	-3	1
Cc1ccccc1COc1ccc(/C(O)=C2/C(=O)C(=O)N(CCCn3ccnc3)C2c2ccco2)cc1 (configuration not stated)	16	-10	-3	-17	0	-4	-6	3
COc1cc(C(=O)OCC(=O)NC(C)CCc2ccccc2)cc(OC)c1OC (configuration not stated)	3	0	11	4	2	0	-7	6
O=C(Nc1ccccc1F)c1ccc(-c2cccc([N+](=O)[O-])c2)o1	-24	5	10	4	0	0	-4	2
CC(Cc1cccs1)NC(=O)Nc1ccc(Cl)c(Cl)c1 (configuration not stated)	-16	-10	21	1	-3	-8	6	13
Clc1ccc(Cc2ccccc2)nn1	-1	2	14	-1	4	-3	-11	-12
COC(=O)c1ccccc1NC(=O)CSc1nncn1-c1cccnc1	-37	-8	-13	-18	-3	-2	-11	-2
Cc1ccc(S(=O)(=O)N2CCN(C(=O)CSc3nc4ccccc4c(=O)[nH]3)CC2)c(C)c1	-17	-4	12	-1	0	-7	-4	15
Cc1ccc(S(=O)(=O)Nc2cccc(C(=O)NCC3(N4CCCCC4)CCCCC3)c2)cc1F	-10	-13	12	0	6	8	-7	-1
CNC(=O)c1c(NC(=O)c2ccco2)sc2c1CCCC2	10	-1	-271	-11	-11	5	4	6
C=CCNC(=O)c1onc(CSc2ccc(F)c(F)c2)c1C(=O)O	12	16	6	1	-9	-4	-6	1
Cn1ccc(C(=O)OCC(=O)Nc2cccc3ccccc23)n1	1	3	16	-1	-12	2	2	2
COC(=O)COc1ccc(S(=O)(=O)Nc2ccc3c(c2)OCO3)cc1	-21	-10	1	0	-14	14	-5	-11
Cc1cc2oc(=O)c3c(c2cc1OCc1nn[nH]n1)CCCC3	-3	5	-174	-5	14	4	1	7

# Next part, overlapping the part above by two compounds.
canonical_smiles	SENP6 inh	SENP8 block-1	SENP8 block-2	SENP1 FRET inh	UBC13 inh	SENP7 inh	A3G deaminase	Apaf1 inhib
COC(=O)COc1ccc(S(=O)(=O)Nc2ccc3c(c2)OCO3)cc1	-21	-10	1	0	-14	14	-5	-11
Cc1cc2oc(=O)c3c(c2cc1OCc1nn[nH]n1)CCCC3	-3	5	-174	-5	14	4	1	7
CCN1C(=O)/C(=C\c2ccc(F)cc2)N=C1SCC(=O)NCc1ccco1	3	5	-194	1	2	-1	-6	-8
CCCCCC[n+]1c(-c2ccccc2)csc1Nc1ccccc1	-25	-5	-2	0	-6	9	-5	7
O=C1c2cc(Br)ccc2N(Cc2ccc(Br)cc2)S(=O)(=O)C1c1cc(Cl)c(Cl)cc1[N+](=O)[O-] (configuration not stated)	-20	-3	23	1	-36	1	-3	23
O=C(Cc1ccc(-c2ccccc2)cc1)NNC(=S)NCc1ccco1	2	8	8	-2	-6	2	-1	5
CCCC(=O)c1cc(F)c(N2CCN(CCC#N)CC2)cc1C	4	1	19	3	0	10	0	2
CN(C)c1ccc(C2CNC(c3ccc(Cl)c([N+](=O)[O-])c3)c3[nH]c4ccccc4c32)cc1 (configuration not stated)	2	-1	-438	-37	3	6	-2	6
CC1CCN(CCCNC(=O)C2CCN(S(=O)(=O)N3CCCCC3)CC2)CC1	-16	-5	8	2	0	-3	-6	-9
CCOC(=O)c1sc(C)c2c(=O)n(CCc3ccccc3)nnc12	17	-6	24	2	2	-2	-1	13
CCCCn1nc(C(=O)N2CCN(S(=O)(=O)c3ccccc3)CC2)c2ccccc2c1=O	2	3	3	-1	-6	12	-6	13
COC(=O)c1ccccc1S(=O)(=O)NC(=O)c1ccccc1	-20	-1	4	-1	-6	-8	5	13
Cc1cc(C)c(C)c(S(=O)(=O)NCc2ccc(C(=O)N3CCCCC3)cc2)c1C	-6	1	42*	1	5	-5	1	7
CCOc1cc(/C=C2/SC(=S)N(Cc3ccccc3)C2=O)ccc1O	8	4	7	-38	-46	1	-20	7
COc1ccccc1NC(=O)C1CCC(CNc2c(N3CCCCC3)c(=O)c2=O)CC1 (configuration not stated)	2	-4	13	1	14	2	0	-19
COc1ccc(NC(=O)Cn2nnc(-c3ccccc3NC(=O)c3cccs3)n2)cc1	16	-3	15	1	3	3	-4	5
CC[C@]12c3[nH]c4cc(CCC(=O)N(C)C)ccc4c3CCN1C(=O)[C@@H](CC(=O)NC/C=C(\C)CCC=C(C)C)C[C@@H]2C(=O)N1CCN(C(=O)c2ccco2)CC1	nt	nt	-4	-4	nt	1	-2	34
O=C(CN1C(=O)C2CC=CCC2C1=O)Nc1ccccc1N1CCCC1 (configuration not stated)	-4	5	16	1	2	1	-7	16
Cc1ccc(CNC(=O)Cn2ccc(NC(=O)OCc3ccccc3)nc2=O)o1	5	2	4	1	-2	-1	1	6
O=C(Nc1ccccc1C(=O)O)c1ccc(N2C(=O)C3CC=CCC3C2=O)cc1 (configuration not stated)	30	21	17	2	-8	44	-15	9
O=C(COC(=O)c1cccc(-n2cnnn2)c1)c1ccc(F)cc1	2	0	9	2	-3	2	-10	4
O=C1CCC(=O)N1CN(C(=O)c1ccco1)c1ccccc1	-8	-7	17	2	2	3	0	-1
CC(=O)NC(Cc1ccccc1)C(=O)NC(Cc1ccccc1)C(=O)O (configuration not stated)	-5	0	16	4	1	2	-5	-4
CCOC(=O)c1cc(NC(=O)Cc2ccc(S(=O)(=O)N3CCOCC3)s2)cc(C(=O)OCC)c1	1	5	-13	-5	1	1	-3	21
Cc1ccc(C(=O)NS(=O)(=O)c2ccc(C)cc2)cc1	18	1	16	3	9	-4	-5	-18
O=C1N[C@H]2CC=C[C@H]2Nc2ccccc21	nt	nt	-56	-1	nt	4	4	4
NC(=O)c1c(NC(=O)CSc2nc3c(c(C(F)(F)F)n2)CCc2ccccc2-3)sc2c1CCCC2	-7	-3	10	-2	-10	10	-1	7
O=C(CN1C(=O)CCC1=O)Nc1nc2c(F)cc(F)cc2s1	-4	-4	10	0	-8	-9	-7	6
Cc1ccc(N2C(=O)CN(Cc3cccs3)C2=S)cc1C	0	-2	2	2	9	0	0	7
CC(=O)OC1COC(N2CCc3cc(Br)c([N+](=O)[O-])cc32)C(OC(C)=O)C1OC(C)=O (configuration not stated)	-4	-1	21	4	-3	8	-3	6
COc1ccc(N(C)C(=O)c2cnc(N3CCN(c4ncccn4)CC3)c3ccccc23)cc1	-4	1	-34	5	4	-3	-3	20
O=C(Cn1nc(-c2ccccc2)ccc1=O)N1CCCCC1	-35	-6	6	1	-4	3	-9	8
Cc1cccc(C(=O)NCC(c2cccs2)N2CCOCC2)c1 (configuration not stated)	-7	7	-2	0	-2	-11	0	5
Cc1ccsc1C(=O)OCC(=O)N1CCN(c2ccccc2)CC1	-11	-3	1	1	4	1	1	5
Cc1cc(NC(=O)COc2coc(CN3CCN(c4ccccc4)CC3)cc2=O)no1	-15	-1	4	2	2	2	-6	-8
Cn1ccnc1Sc1ccc(C(N)=O)cc1[N+](=O)[O-]	-17	-8	12	0	4	-10	-6	-7
Cc1ccc(CN2CCN(Cc3ccc4ncccc4c3)CC2CCO)cc1 (configuration not stated)	13	10	2	-1	3	2	0	26
C#CCOCCOCCOCCNc1nc(OC)nc(N2CCN(C(=O)[C@H](CCCCN)n3cc(C(N)CO)nn3)CC2)n1 (some centres not stated)	-9	-7	nt	nt	-8	-4	1	6
